Source: PubChem BioAssay
CDK5 p35 inh: blocks human CDK5/p35 kinase activity | 330,000 tested, 0.01% active | AID 488839 | Q00535+Q15078 | Recombinant CDK5/p35, ADP-Glo luminescence, 60 min | inhibition, % at 10 µM;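 active = highest replicate inhibition of at least 50% and at least 75% of replicates reaching 50%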;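 note: plate controls were DMSO neutral control for no effect and GW8510 at 10 µM for full effect; many of its hits are not listed in these tables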
dFosB act: activators of mouse delta FosB homodimer; AID 493131; purified delta FosB, TAMRA-CDK5 oligo fluorescence polarization; percent of positive-control signal above neutral wells; activation, % at 25 µM; 340,000 tested, 0.99% active;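 active = mean activation above about 17%, with every replicate also reaching it, limit read from the data, passing the limit was not always enough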;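 note: fluorescence polarization rise as delta FosB binds a TAMRA Cdk5 AP-1 oligo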
SR-BI HDL uptake: mouse SR-BI HDL lipid transfer inhibition. 320,000 tested, 0.96% active. inhibition, % at 12.5 µM. ldlA[mSR-BI] CHO cells, DiI-HDL uptake fluorescence, 3 h. Q61009. AID 488896;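 active = mean replicate inhibition of at least 70% and a set share of replicates each scoring 70 or more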;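 note: 0% = median of neutral control wells and 100% = median of positive control wells; values of inactives mirror those of a sister screen read the other way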
PvdQ acylase: blocks Pseudomonas aeruginosa PvdQ acylase activity | 340,000 tested, 0.063% active | purified PvdQ acylase, fluorescence plate reader | inhibition, % at 10 µM | AID 488965; in the data active = inhibition above about 30%, passing the limit was not always enough;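 note: 0% = vehicle neutral wells and 100% = reference inhibitor wells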
MITF act: increases MITF-driven TRPM1 promoter luciferase signal. AID 588334. activation, % at 12.5 µM. 300,000 tested, 0.75% active. SK-MEL-5 TRPM1-promoter luciferase, 24 h; % of positive control, neutral wells = 0;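 active = mean activation of at least 80% with every replicate also reaching 80%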;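 note: 0% = neutral control wells and 100% = parthenolide positive control wells; values of inactives mirror those of a sister screen read the other way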
HTR5A inv ag: counter-screen for OPRM1-OPRD1 inverse agonists: human HTR5A inverse agonism. P47898. HTR5A cell line, luminescence. inhibition, % at 9.3 µM. 340,000 tested, 0.083% active. AID 504634; in the data active = inhibition mostly above about 23%, no sharp cut-off; inactive = mostly below about 18%;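 note: 0% = cells with DMSO and 100% = no-cell wells with DMSO; some compounds called inactive have numbers as strong as hits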
NSD2 HMT inh: inhibitors of human histone methyltransferase NSD2; inhibition, % at 12.5 µM; O96028; AID 743445; NSD2 peptide methylation, AlphaScreen, 120 min; 310,000 tested, 0.54% active; in the data active = inhibition above about 50%
Wnt act: activators of Wnt/beta-catenin signaling | Wnt/beta-catenin reporter cell assay, activator, plate reader | activation, % at 9.35 µM | 300,000 tested, 1.2% active; in the data active = activation above about 30%, passing the limit was not always enough;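 note: 0% = neutral control wells and 100% = positive control wells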
V-ATPase pHluor: regulators of yeast V-ATPase proton transport; S. cerevisiae, pHLuorin cytosolic pH fluorescence; response, % at 10 µM; 350,000 tested, 0.37% active; in the data active = response mostly above about 7.3%, no sharp cut-off; inactive = mostly below about 5.4%; note: actives read high; inactives centre near 0; some compounds called inactive have numbers as strong as hits; reference of the scale not given here
HTR5A ag ctr: activates human HTR5A in OPRM1-OPRD1 agonist counter-screen | P47898 | HTR5A agonist assay, luminescence, cell-based | activation, % at 9.3 µM | 340,000 tested, 0.61% active | AID 504692; in the data active = activation mostly above about 9.5%, no sharp cut-off; inactive = mostly below about 7.6%;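 note: 0% = cells with vehicle only and 100% = reference agonist; strong numbers were not always called active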
The depositor's hits bear a star; . = no result given.

SMILES | CDK5 p35 inh | dFosB act | SR-BI HDL uptake | PvdQ acylase | MITF act | HTR5A inv ag | NSD2 HMT inh | Wnt act | V-ATPase pHluor | HTR5A ag ctr
CC(=O)NNC(=O)c1nc(-c2ccccc2)c(C)o1 | 0.3 | -3 | -11 | -6 | . | -3 | -1 | 3 | 0 | -3
O=C(CCc1nc2ccccc2c(=O)[nH]1)NCc1ccccn1 | -0.4 | -4 | -16 | -4 | 2 | 5 | -2 | 0 | -2 | 0
COc1cccc(NC(=O)C2CCCN2C(=O)Nc2ccccc2F)c1 (stereo not drawn) | 0.0 | -4 | -7 | -15 | -2 | -10 | 0 | . | 1 | -1
CCOC(=O)C1CCN(C(=O)c2sc3nc(-c4ccc(F)cc4)cn3c2C)CC1 | -0.7 | -9 | -4 | 11 | . | 14 | -1 | 8 | -3 | 1
COCc1nnc(NC(=O)COc2ccc3c(c2)OCO3)s1 | 3.1 | -8 | . | 15 | -5 | -16 | -3 | 1 | -1 | 6
CCc1ccccc1-n1c(SCC(=O)NC)nnc1-c1ccco1 | 1.8 | -11 | -10 | -7 | 1 | -1 | -2 | -4 | 0 | -2
O=C(NCCN1CCOCC1)c1ccc(Cl)cc1O | -2.9 | 0 | -3 | 1 | 15 | -13 | 0 | -2 | 1 | -5
NCCCCc1ccc2ccc3cccc4ccc1c2c34 | 1.3 | 32* | 5 | -16 | 1 | -40 | 1 | 1 | 0 | 16*
COc1cccc(/C(O)=C2/C(=O)C(=O)N(CCN(C)C)C2c2ccccn2)c1 (stereo not drawn) | 2.5 | 0 | -16 | -14 | 8 | -3 | 0 | . | -3 | 3
Nc1ncnc(Nc2ccc(F)c(Cl)c2)n1 | -1.3 | 2 | -5 | -7 | . | -26 | 0 | -2 | -1 | 2
COc1cccc(-n2nc(C(C)=O)c(=O)[nH]c2=O)c1 | 1.3 | 5 | -5 | 13 | 2 | -1 | 0 | -4 | -2 | 0
C=CCn1c(SCC(=O)N(CCC)C2CCS(=O)(=O)C2)nnc1-c1ccccc1OC (stereo not drawn) | 0.6 | 10 | -5 | 5 | -1 | -6 | -1 | -2 | -5 | 2
COc1ccc(S(=O)(=O)Nc2ccc(C(F)(F)F)cc2)cc1OC | -0.9 | -8 | -24 | 1 | . | 9 | -4 | -4 | -3 | -3
CCCN(C(=O)c1c(CC)noc1C)c1c(N)n(Cc2ccccc2)c(=O)[nH]c1=O | -1.8 | 2 | -7 | -15 | 9 | 6 | -15 | 1 | 3 | -2
CC(C)N(Cc1ccccc1)C(=O)COC(=O)C1CCCCC1 | -0.7 | 3 | -12 | -16 | 16 | -7 | -3 | -4 | 1 | 2
C/C(=N/Nc1ccc(C(=O)O)cc1)c1ccc2c(c1)Nc1ccccc1S2 | -0.5 | -18 | 11 | 9 | 38 | 7 | 1 | -4 | -7 | -2
CC(=O)Nc1sc(C)c(C)c1C(=O)OCC(=O)N(CC(C)C)c1c(N)n(Cc2ccccc2)c(=O)[nH]c1=O | 2.2 | -2 | 58 | 8 | -103 | 4 | -3 | -20 | 0 | -2
CCCCc1ccc(S(=O)(=O)N/N=C(/C)c2ccncc2)cc1 | 0.4 | 2 | -25 | 1 | -1 | -10 | 0 | -1 | 3 | 2
Cc1ccc(-c2nnc3ccc(SCC(=O)N4CCCc5ccccc54)nn23)cc1 | 0.7 | -15 | 12 | 4 | -11 | -28 | -3 | . | -2 | 8
CCCCn1c(N)c(N(CCOC)C(=O)COC(=O)Cc2cccc(OC)c2)c(=O)[nH]c1=O | -0.9 | 4 | -27 | 7 | 1 | 7 | -2 | -1 | -1 | -3
CCc1nc(Cl)c(C#N)c2c1CCCC2 | 0.5 | -4 | -11 | 0 | 5 | -10 | 0 | -9 | -3 | 4
CCC(C)(C)NC(=O)C(c1ccccc1Cl)N(C(=O)CCC(=O)Nc1cc(C)on1)C1CC1 (stereo not drawn) | 1.7 | -3 | . | 12 | 0 | -7 | 4 | -2 | 0 | 3
O=C(Nc1ccncc1)Nc1ccccn1 | 12 | 1 | 1 | -7 | 24 | -6 | 0 | . | -3 | 2
CC(C)(C)OC(=O)C[C@@H]1C/C=C\C[C@@H](CC(=O)N(CCO)Cc2ccccc2)C(=O)NC[C@H](c2ccccc2)OC1=O | 1.7 | -4 | 2 | 5 | 5 | 24 | . | -6 | -5 | 12*
CNC(=O)c1ccc(-c2cc3onc(-c4ccccc4)c3c(=O)n2C)cc1 | 1.4 | -25 | 1 | -6 | 96* | -11 | . | 43* | 0 | -1
CC(C)(O)C#Cc1ccc(CNC[C@H]2O[C@@H](n3cnc4c(N)ncnc43)[C@H](O)[C@@H]2O)s1 | 0.8 | -5 | 0 | -17 | 5 | -2 | . | 0 | 2 | 1
COc1cc(/C=C2/C(=O)N(c3cccc(Br)c3)N=C2C)cc(OC)c1O | 6.9 | -12 | 21 | -15 | 12 | 2 | . | 0 | 3 | -1
CCn1c(SCc2ccc([N+](=O)[O-])cc2)nnc1C(C)NC(=O)c1ccc(C)cc1 (stereo not drawn) | -0.6 | -9 | 29 | -13 | -3 | 9 | -2 | . | -1 | -3
CCCCn1cc2c(c1-c1cccc(C)c1)c(=O)n(C)c(=O)n2C | 2.6 | -7 | 2 | 8 | . | -13 | . | 5 | -4 | 3
CC1CCN(C(=O)COC(=O)/C=C/c2ccc(Br)o2)CC1 | -1.0 | -4 | 13 | -14 | 8 | -9 | -2 | -1 | -1 | 4
CCC(C)NC(=O)CCn1ccc2cc(S(=O)(=O)N3CCCC3)ccc21 (stereo not drawn) | 1.1 | -1 | -6 | -8 | -2 | 6 | -6 | 0 | 3 | 1
CCN1CN(CCc2ccccc2)CNC1=S | 0.7 | -7 | -26 | 11 | 3 | -18 | 0 | -2 | -1 | 7
CCc1ccc(OCC(=O)N/N=C(\C)c2ccc(-n3ccnc3)cc2)cc1 | 0.9 | 3 | -3 | -10 | 55 | -4 | 0 | -3 | -1 | 1
Cc1ccc(S(=O)(=O)N2CCCC2CNC(=O)C(=O)NCc2cccs2)cc1 (stereo not drawn) | -1.6 | -14 | -2 | -10 | 8 | 4 | -6 | -1 | 1 | 0
Cc1ccc(NS(=O)(=O)c2ccc(C(=O)NCc3ccncc3)cc2)cc1 | 1.0 | -9 | -7 | -17 | -2 | -7 | 0 | -2 | 1 | 0
COc1ccc(N(CC(=O)NCCSCc2ccco2)S(=O)(=O)c2ccccc2)cc1OC | 3.5 | -12 | -1 | -16 | -6 | 22 | 1 | 1 | 5 | -2
Cc1cc(C(=O)N2C(C)CCCC2C)no1 (stereo not drawn) | -2.0 | 0 | 4 | -5 | -8 | -10 | -4 | 2 | -2 | -1
Cc1ccc(C)c(NC(=O)CCC(=O)NNC(=O)c2cccs2)c1 | 0.4 | -4 | -15 | -4 | -11 | -5 | -3 | -1 | -5 | 4
O=c1c2ccccc2oc2cc(OCc3ccc(F)cc3)cc(O)c12 | 1.6 | 1 | 47 | -13 | -7 | 6 | . | 0 | 0 | -2
CSc1ccc(CN2CCC(Cc3ccccc3)CC2)cc1 | -0.2 | -6 | 10 | -7 | . | -4 | 1 | -1 | 1 | 1

Part of the list above, set out differently:
Results follow in this order: CDK5 p35 inh, dFosB act, SR-BI HDL uptake, PvdQ acylase, MITF act, HTR5A inv ag, NSD2 HMT inh, Wnt act, V-ATPase pHluor, HTR5A ag ctr
CNC(=O)c1ccc(-c2cc3onc(-c4ccccc4)c3c(=O)n2C)cc1
  1.4, -25, 1, -6, 96*, -11, ., 43*, 0, -1
O=C(NCCN1CCOCC1)c1ccc(Cl)cc1O
  -2.9, 0, -3, 1, 15, -13, 0, -2, 1, -5

The listing picks up with the 3 entries that preceded the break.
SMILES | CDK5 p35 inh | dFosB act | SR-BI HDL uptake | PvdQ acylase | MITF act | HTR5A inv ag | NSD2 HMT inh | Wnt act | V-ATPase pHluor | HTR5A ag ctr
Cc1ccc(C)c(NC(=O)CCC(=O)NNC(=O)c2cccs2)c1 | 0.4 | -4 | -15 | -4 | -11 | -5 | -3 | -1 | -5 | 4
O=c1c2ccccc2oc2cc(OCc3ccc(F)cc3)cc(O)c12 | 1.6 | 1 | 47 | -13 | -7 | 6 | . | 0 | 0 | -2
CSc1ccc(CN2CCC(Cc3ccccc3)CC2)cc1 | -0.2 | -6 | 10 | -7 | . | -4 | 1 | -1 | 1 | 1
CCCSc1nnc(NC(=O)c2sc3nc(-c4cccs4)ccc3c2N)s1 | -1.1 | -12 | 22 | -20 | . | -3 | 7 | 10 | 0 | 1
COc1ccccc1N1CCN(C(=O)c2cc(C(C)(C)C)oc2C)CC1 | 0.6 | -7 | 17 | 10 | 1 | -14 | 2 | -3 | 1 | 2
[2H]c1c([2H])c([2H])c(-c2nc(N3CCCCCC3)sc2C(=O)c2ccccc2)c([2H])c1[2H] | -0.5 | -9 | 9 | -9 | -2 | 11 | -3 | . | 0 | -2
O=C(/C=C/c1ccc2c(c1)OCO2)NCCSCc1ccc(Cl)cc1 | -0.4 | 3 | -21 | -14 | 7 | -3 | 0 | -2 | 0 | 1
C=CC[C@@H](CC(=O)N[C@H](CO)Cc1ccccc1)C(=O)N[C@@H](C)COC(=O)[C@@H](CC=C)Cc1ccc(F)cc1 | 0.4 | 1 | 24 | 5 | -9 | 11 | . | -8 | -1 | -4
CC(NC(=O)CCNS(=O)(=O)c1ccccc1)c1ccccc1 (stereo not drawn) | -0.6 | 2 | 0 | 3 | -3 | 14 | 0 | -2 | -2 | 2
CCOC(=O)c1oc2cc(O)ccc2c(=O)c1-c1ccc(OC)cc1 | 2.4 | 1 | 6 | 8 | -20 | -15 | 0 | . | 0 | 6
CCc1ccc(NC2=NCC(=O)N2c2ccc3c(c2)OCCO3)cc1 | -0.9 | -1 | -4 | -11 | -5 | -2 | -4 | . | -3 | -1
O=c1oc(CCCO)cc2ccc(Br)cc12 | 0.6 | -11 | -37 | -4 | 8 | 12 | . | -1 | 3 | -4
Cc1nonc1NC(=O)CSc1nc(C23CC4CC(CC(C4)C2)C3)nc2ccccc12 | -1.2 | -6 | . | -2 | -11 | 8 | -4 | -22 | -2 | -1
CC(=O)NC(CC(=O)Nc1ccc(S(=O)(=O)Nc2nccs2)cc1)c1ccccc1 (stereo not drawn) | 7.2 | -3 | -44 | 5 | 1 | 8 | 1 | -1 | 1 | -3
Cc1ccc(Cn2c(Sc3nccc(C)n3)nc3c2c(=O)[nH]c(=O)n3C)cc1 | -1.1 | 3 | -10 | 5 | . | -17 | 3 | 2 | -1 | 3
COc1cccc(NC(=O)c2cnsn2)c1 | -0.2 | 0 | 24 | 1 | 55 | 15 | -1 | . | -1 | -4
C/C=C/c1ccc(OCCCCOc2c(OC)cccc2OC)c(OC)c1 | -0.8 | -1 | 38 | -10 | -1 | 7 | . | -2 | 0 | -3
O=C(NCc1ccccc1)c1onc(CSc2ccc(Cl)cc2)c1C(=O)NCC1CC1 | -2.2 | -1 | -4 | -10 | 1 | -12 | . | 0 | -1 | 5
COc1ccc(CC2NCCC3=CC(=O)CCC32)cc1O (stereo not drawn) | 0.3 | 6 | -1 | -10 | 30 | -21 | . | 0 | -1 | -2
Clc1ccc(Cn2nnc(-c3ccc(N4CCOCC4)cc3)n2)cc1 | 0.0 | 0 | 83* | 2 | 26 | -7 | . | . | -1 | 6
CSc1ccccc1OCc1cc(C(=O)N2CCC[C@H]2C(N)=O)no1 | -1.1 | -5 | 18 | -14 | 4 | 10 | -3 | -1 | -3 | -3
